ARNT-TACC3 inh = disrupts binding between human ARNT and TACC3. AlphaScreen His-ARNT PAS-B/GST-TACC3 binding, luminescence; TACC3 fragment carries E629A point mutation. Q9Y6A5. 390,000 compounds, 0.66% hits. AID 623870. inhibition, % at 9.99 µM;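 active = mean inhibition of replicates at least 50% and at least half of replicates each reaching 50%; inconclusive = half or more replicates reach 50% but mean below 50%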;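 also: 0% = complete ARNT plus TACC3 wells and 100% = ARNT alone without TACC3; many hits fall short of the cut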
SIRT5 block = sirtuin-5 (human) deacylase inhibition. Q9NXA8. Purified SirT5, succinyl-peptide AMC, trypsin-coupled fluorescence. inhibition, % at 15 µM. 330,000 compounds, 1.1% hits; in the data active = inhibition above about 15%; inconclusive = no clear call, values can overlap the other calls
Target sequence (Q9NXA8 whole entry, looked up): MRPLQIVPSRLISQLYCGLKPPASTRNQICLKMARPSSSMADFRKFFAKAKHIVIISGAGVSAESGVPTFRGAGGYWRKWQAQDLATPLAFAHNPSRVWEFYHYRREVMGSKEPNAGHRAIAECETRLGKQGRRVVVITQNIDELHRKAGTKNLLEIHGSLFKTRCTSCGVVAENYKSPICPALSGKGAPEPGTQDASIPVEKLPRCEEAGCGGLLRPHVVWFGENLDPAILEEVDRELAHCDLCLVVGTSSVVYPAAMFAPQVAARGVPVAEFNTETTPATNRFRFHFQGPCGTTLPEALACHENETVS
miR122 inh = miR-122 inhibition in Huh7 cells; Huh7 miR-122 Renilla luciferase sensor, 48 h; neutral wells = 0, positive control = 100; activation (reporter increase), % at 12.5 µM; 340,000 compounds, 0.3% hits;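 active = mean replicate activation score at least 90 and every replicate individually at or above 90; inconclusive = only one of the two criteria met; inactive = neither criterion met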;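 also: higher luciferase means less miR-122 activity so hits act as miR-122 inhibitors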
ERp5 block = ERp5 (human) disulfide isomerase inhibition; inhibition, % at 9.99 µM; Q15084; ERp5 insulin aggregation, absorbance 650 nm, 90 min; 350,000 compounds, 0.05% hits; AID 651711;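 active = mean replicate inhibition above about 25%, with every replicate also reaching it, limit read from the data, passing the limit was not always enough; inconclusive = only one of those two criteria met; inactive = neither criterion met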
Target sequence (Q15084 whole entry, looked up): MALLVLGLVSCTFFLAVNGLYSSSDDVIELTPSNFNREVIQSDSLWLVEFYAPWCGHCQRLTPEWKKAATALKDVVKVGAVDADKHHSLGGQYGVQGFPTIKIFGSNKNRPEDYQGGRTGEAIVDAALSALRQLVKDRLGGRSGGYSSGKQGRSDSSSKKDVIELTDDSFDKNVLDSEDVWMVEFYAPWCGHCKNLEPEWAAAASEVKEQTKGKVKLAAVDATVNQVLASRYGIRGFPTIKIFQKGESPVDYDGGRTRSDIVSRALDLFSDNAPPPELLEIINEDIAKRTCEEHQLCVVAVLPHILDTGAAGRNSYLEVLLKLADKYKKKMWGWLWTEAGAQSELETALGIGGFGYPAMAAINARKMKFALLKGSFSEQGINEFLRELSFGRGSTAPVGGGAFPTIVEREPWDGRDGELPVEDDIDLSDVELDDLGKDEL
Statin myotox sup = suppressors of simvastatin-induced myotoxicity in C2C12 myotubes; 330,000 compounds, 0.78% hits; ATP luminescence, 48 h; scaled: DMSO 0, geranylgeraniol control 100; rescue of ATP level, % at 7.49 µM; AID 602340;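 active = mean ATP rescue above about 67%, or every replicate alone reaching that limit, limit read from the data, passing the limit was not always enough; inconclusive = no clear call, values can overlap the other calls; inactive = mean under the limit and some replicate under it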;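 also: myotubes were challenged with 10 µM simvastatin during compound exposure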
Cneo AK release = Cryptococcus neoformans lysis via adenylate kinase release. C. neoformans lysis, adenylate kinase release luminescence, 4 h; normalised: neutral wells 0, clomiphene wells 100. lysis activity, % at 15 µM. 360,000 compounds, 0.2% hits;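 active = mean lysis activity across replicates of at least 80%, whatever share of replicates individually reach that level; inactive = mean lysis activity below 80%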
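Signal: Adenylate kinase release luminescence | Assay system: Log-phase Cryptococcus neoformans yeast cells | Input: Cells at 5 × 10^6 per mL | Buffer or medium: Fresh YPD growth medium | Compound: Single dose | Schedule: Static 4 h at 37 °C with compound, 1 h detection | Controls: Clomiphene | Read-out: Luminescence rise reflecting yeast cell lysis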
esBAF inh = inhibitors of esBAF chromatin remodeling in mouse ES cells. Bmi1-luciferase knock-in reporter, 24 h; 100% = twice the neutral-well signal. reporter increase, % at 12.5 µM. 350,000 compounds, 2% hits; in the data active = activation above about 40%; inconclusive = no clear call, values can overlap the other calls;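 also: 0% = median of the plate's neutral control wells and 100% = double that signal; a rise in the Bmi1 reporter signal indicates esBAF inhibition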
* hit, by the source's call; ? = inconclusive; / = no result given; & = joins results of further samples; [ ] = remark or other dose.

SMILES	ARNT-TACC3 inh	SIRT5 block	miR122 inh	ERp5 block	Statin myotox sup	Cneo AK release	esBAF inh
O=C(COC(=O)c1ccc(Sc2ccccc2)c([N+](=O)[O-])c1)NC1CCS(=O)(=O)C1 (stereo not drawn)	5	/	2	/	1	-1	-10
O=C(N[C@H]1CC[C@H](CCNS(=O)(=O)c2ccc(F)cc2)O[C@@H]1CO)C1CCOCC1	-3	-1	0[16.7 µM]	-7	-9	-3	1
CN(C)C(CNC(=O)c1cccc(C(F)(F)F)c1)c1ccco1 (stereo not drawn)	-4	-5	-2	-3	2	0	1
N=c1ccn(CC(=O)NC(N)=O)c2ccccc12	-19	3	3	0	1	4	-2
CCCC(=O)N1CCC1(C)C(=O)Nc1cc(C)ccc1C (stereo not drawn)	/	-4	-1	-1	-1	-1	0
N=c1nc(SCCC(=O)O)ss1	-3	/	2	/	16	-2	-40
C[C@@H]1CCCCO[C@H](CN(C)C(=O)CCC(F)(F)F)[C@@H](C)CN([C@@H](C)CO)C(=O)c2cc(NS(=O)(=O)c3cn(C)cn3)ccc2O1	-8	-1	-4[16.7 µM]	4	/	-2	1
O=[N+]([O-])c1ccc(OCCCOc2cccc3cccnc23)cc1	-4	-3	1	1	-4	2	4
O=C1C2CCCN2C(c2ccc(F)cc2)N1c1cccc(Cl)c1 (stereo not drawn)	-5	/	/	-4	6	2	-3
CCN1CCN(CCC(=O)Nc2ccc(F)c(F)c2)CC1	-8	-1	-1	3	-4	0	-1
CCOCCCNC(=O)c1ccc(NC(C)=O)cc1	-12	/	4	/	4	0	-25
CCOC(=O)c1ccc2[nH]c3c(c2c1)CCCC3	-9	4	-6	-1	-9	-3	66*
O=C1CC(Nc2ccccc2)C(=O)N1CCc1ccccc1 (stereo not drawn)	-5	/	-7	/	/	0	/
Cc1cccc(N=C2NC(=O)c3cc([N+](=O)[O-])ccc32)c1	-19	4	-7	4	19	/	6
COc1ccc(S(=O)(=O)N(C)C[C@@H]2OCCCC[C@H](C)Oc3ccc(NS(=O)(=O)c4cn(C)cn4)cc3C(=O)N([C@@H](C)CO)C[C@H]2C)cc1	0	3	-2[16.7 µM]	-1	/	-1	-2

5 entries from above, sorted by length of the SMILES, smallest number first:
SMILES	ARNT-TACC3 inh	SIRT5 block	miR122 inh	ERp5 block	Statin myotox sup	Cneo AK release	esBAF inh
N=c1nc(SCCC(=O)O)ss1	-3	/	2	/	16	-2	-40
CCOC(=O)c1ccc2[nH]c3c(c2c1)CCCC3	-9	4	-6	-1	-9	-3	66*
O=C1CC(Nc2ccccc2)C(=O)N1CCc1ccccc1 (stereo not drawn)	-5	/	-7	/	/	0	/
Cc1cccc(N=C2NC(=O)c3cc([N+](=O)[O-])ccc32)c1	-19	4	-7	4	19	/	6
O=C(COC(=O)c1ccc(Sc2ccccc2)c([N+](=O)[O-])c1)NC1CCS(=O)(=O)C1 (stereo not drawn)	5	/	2	/	1	-1	-10

(listing goes on)
SMILES	ARNT-TACC3 inh	SIRT5 block	miR122 inh	ERp5 block	Statin myotox sup	Cneo AK release	esBAF inh
C[C@@H]1CN([C@H](C)CO)C(=O)c2cc(NC(=O)C3CCCCC3)ccc2O[C@@H](C)CCCCO[C@H]1CN(C)S(=O)(=O)c1ccc(Cl)cc1	3	11	-2[16.7 µM]	1	/	-1	-3
C=CCN(CC=C)C(=O)CN1C(=O)NC(c2ccccc2)(c2ccccc2)C1=O	2	1	1	4	4	6	-4
CN1CC(=O)NC1=NC(=O)C12CC3CC(CC(C3)C1)C2	1	/	/	/	-3	-3	6
COc1ccc(N(CC(O)Cn2cnc3ccccc32)S(=O)(=O)c2ccc(C)cc2)cc1 (stereo not drawn)	6	1	-2	-2	6	3	-4
Cc1ccc(-n2nnc3c(=O)n(CC(=O)NCC4CCCO4)cnc32)cc1 (stereo not drawn)	-9	/	2	/	-1	0	-1
COCCCn1c(SCC(=O)NC2CCCC2)nnc1-c1ccco1	-11	1	-4	-5	-5	/	-2
C[C@H](CO)N1C[C@H](C)[C@@H](CN(C)Cc2ccncc2)Oc2c(cccc2N(C)C)C1=O	-2&-1	4	12[16.7 µM]	-2&2	26&-3	1&7	1&-5
Cc1nc2ccc(Cl)cc2c(-c2ccccc2F)c1CC(=O)O	-6	-2	/	1	/	/	/
CCOC(=O)N1CCC(NC(=O)CSCc2nc(-c3sccc3C)oc2C)CC1	-1	/	-3	/	-3	2	-4
COCc1cn(CC[C@H]2CC[C@H](NC(=O)CCN3CCCCC3)[C@@H](CO)O2)nn1	-3	-2	/	-9	1	1	-4
CCC(CC)C(=O)Nc1cccc(C(=O)Nc2ccc(S(N)(=O)=O)cc2)c1	13	0	/	8	/	/	/
NC(=O)c1nsc(C(=O)N(Cc2cccnc2)C(C(=O)NCc2ccccc2)c2ccc(O)cc2)c1N (stereo not drawn)	-2	-4	-3	7	-8	1	-1
O=C(C[C@@H]1CC[C@H](NS(=O)(=O)c2ccc(F)cc2)[C@@H](CO)O1)NCc1ccncn1	-5	-7	/	-2	1	-5	1
C[C@H](CO)N1C[C@H](C)[C@H](CN(C)C(=O)C2CCCCC2)OCCCC[C@H](C)Oc2ccc(NC(=O)Nc3ccc4c(c3)OCO4)cc2C1=O	-7	12	-9[16.7 µM]	6	/	-1	5
Cc1cc(C)nc(N/N=C/c2ccccc2OCC(=O)O)n1	-20	2	/	1	-3	-18	2
C=CCNc1nc2ccccc2nc1NS(=O)(=O)c1ccc(Br)cc1	-10	4	16	-1	-3	0	1
Cc1ccc(C(=O)N2CCN(c3ccc(C(F)(F)F)cn3)CC2)c(C)c1	0	/	-10	/	/	-4	/
O=C(Cc1cccc2ccccc12)Nc1cc(C(=O)O)cc(C(=O)O)c1	-1	-1	0	1	9	-4	-10
O=C(CCNC(=O)c1ccccc1Cl)NCCCSc1ccccc1	0	1	-12	-13	3	0	-3
CCN(CC)CCC(C)OC(c1ccccc1)c1ccccc1 (stereo not drawn)	14	1	-3	-3	-4	4	-3
COc1ccc2[nH]c(=O)c(CN(Cc3cccnc3)C(=O)Nc3ccccc3)cc2c1	-4	/	0	/	-24	1	-8
CC(C)n1nnc(-c2ccc(OCc3ccccc3F)cc2)n1	-19	-3	/	0	-42	-1	6
CN(C)c1ccc(/C=N/NC(=O)c2ccccc2O)o1	14	0	/	4	/	/	/
Cc1cc(C)nc(Nc2ccc(N3CCCC3)cc2)n1	-2	/	2	/	-38	-2	20
C[C@@H]1CN([C@H](C)CO)C(=O)c2cc(NC(=O)Nc3ccc(C(F)(F)F)cc3)ccc2O[C@@H](C)CCCCO[C@H]1CN(C)S(C)(=O)=O	8	0	-6[16.7 µM]	5	/	56	-3
O=S1(=O)CC(O)C(NCCO)C1 (stereo not drawn)	-2	-1	-5	-3	-3	/	-4
O=C(NN=C1c2ccccc2-c2ccccc21)c1ccccn1	20	2	-4	3	-35	0	30
O=C(COC(=O)c1ccc(O)cc1O)NC1CC1	/	0	/	3	2	0	-1
C=CCN1C(=O)[C@@]2(O[C@@H](CCO)[C@H]([Si](C)(C)c3ccc(OC)cc3)[C@H]2C)c2cc(NC(C)=O)ccc21	18	2	/	1	/	-2	/
COc1cc(CNCc2ccccc2)cc(Cl)c1OC	-10	-2	-4	-3	5	-1	-6
Cc1ccc(S(=O)(=O)N2CCCCC2)cc1NC(=O)COC(=O)C1=COCCO1	-4	-6	-2	?	-3	2	-8
COCC#Cc1cnc2c(c1)C(=O)N([C@H](C)CO)C[C@@H](C)[C@@H](CN(C)S(C)(=O)=O)O2	/	-5	9[16.7 µM]	/	-6	-1	2
C[C@@H]1CN([C@H](C)CO)C(=O)c2cc(-c3ccc(C#N)cc3)cnc2O[C@H]1CN(C)CC1CCCCC1	-10	-20	-13[16.7 µM]	-2	3	11	-5
CSc1ncccc1C(=O)OCC(=O)c1[nH]c(C)c(C(C)=O)c1C	1	-3	-2	1	0	-2	19
CC(C)(C)NC(=O)COC(=O)CCC(=O)c1ccc(Cl)cc1	-7	-5	/	9	/	/	/
CCOC(=O)N/N=C\c1ccccc1OC/C=C/c1ccccc1	-4	-1	/	2	2	-2	46*
Cc1ccc(OCc2cc(C(=O)N(C)CCn3ccnc3C)no2)cc1C	-3	0	1	-1	3	-4	12
COc1ccc(CN(C)C(=O)c2ccc(NS(=O)(=O)c3ccc4[nH]c(=O)[nH]c4c3)cc2)c(OC)c1	-3	-8	/	-4	/	0	/
Cc1cccc(C)c1OCC(O)CN(Cc1ccccc1O)C1CCCCC1 (stereo not drawn)	2	2	-6	1	-12	11	-18
CCOC(=O)C(C)(C)Oc1cccc2c1S(=O)(=O)c1ccccc1-2	-5	4	-4	-3	-4	-2	13
O=C(CSc1nc2[nH]ncc2c(=O)n1-c1ccccc1)c1ccc2c(c1)OCCO2	-3	/	-4	/	6	-7	3
CCOc1cc(NC(=O)c2ccccc2OC)c(OCC)cc1NC(=O)c1ccccc1	-4	/	5	3	-5	0	0
CCN(CC)c1ccc(NC(=O)CCNS(=O)(=O)c2ccc3c(c2)CCC(=O)N3)c(C)c1	10	-2	-4	4	-1	0	1
CN1CCN(C(=O)c2cnn3c2NC(c2ccccc2)CC3C(F)(F)F)CC1 (stereo not drawn)	-8	-2	-1	-2	4	1	-5
C[C@H](CO)N1C[C@H](C)[C@H](CN(C)C(=O)Nc2ccc3c(c2)OCO3)Oc2c(NS(=O)(=O)c3cn(C)cn3)cccc2C1=O	-4	-1	-1[16.7 µM]	-5	14	-2	5
Cc1cccc2sc(NC(=O)CCNS(=O)(=O)c3cccs3)nc12	6	/	6	/	/	0	/
COCC(=O)N(C)C[C@@H]1Oc2ncc(-c3ccc(C)cc3)cc2C(=O)N([C@H](C)CO)C[C@@H]1C	-16	1	4[16.7 µM]	2	9	3	3
O=C(CCNC(=O)c1ccc(Cl)cc1)Nc1ncccc1O	7	9	0	15	6	-1	-6
CC1CC(C)CN(S(=O)(=O)c2ccc3c(c2)n(C)c(=O)c(=O)n3C)C1 (stereo not drawn)	-4	-2	/	?	/	-3	/
CCN(CC(=O)NCc1ccc(Cl)cc1)S(=O)(=O)c1ccc(NC(C)=O)cc1	5	9	6	7	-2	/	-12
O=C(c1ccccc1)N1N=C(c2ccccc2)CC1(O)C(F)(F)F (stereo not drawn)	2	6	/	2	5	/	-14
COc1cc(/C=C2/C(=O)N(c3ccc(Br)cc3)N=C2C)cc(OC)c1OC	10	-4	-2	-2	-1	-2	-11
Cc1ccc(C(=O)CCC(=O)Nc2cccc(C)c2)cc1	-4	/	-3	-3	-6	-1	-5
CCOC(=O)c1ccn(S(=O)(=O)c2ccc(C)cc2)c1-c1ccccc1	/	-1	3	-2	6	-2	-9
O=C(NC(=S)Nc1ccc(N2CCCC2)cc1)c1ccccc1[N+](=O)[O-]	-2	-5	2	7	-4	8	18
CCN(CC)CCSc1nnc2c3ccccc3n(Cc3ccccc3)c2n1	11	-8	7	5	-6	-1	-2
CCc1noc(C)c1C(=O)Nc1sc(C(=O)N(C)C)c(C)c1C(=O)OC	/	/	-8	/	-15	0	-4
CC1CCN(C(=O)C2CCN(S(=O)(=O)c3cccc4nonc34)CC2)CC1	5	/	-1	/	17	0	-6
COc1ccc(S(=O)(=O)NNc2nc(C)cc(C)n2)cc1Br	1	-2	/	-3	8	3	1
CC(C)(C)S(=O)(=O)/C(C#N)=N/Nc1ccc(S(N)(=O)=O)cc1	/	-1	-3	3	5	-2	0
CC1CCCCC1NC(=O)c1ccco1 (stereo not drawn)	-5	-1	/	7	3	-2	3
CC(C)(C)c1ccc(C(=O)Nc2cccc(-n3cnnn3)c2)cc1	-5	-2	8	-2	-21	-18	?

Screening data (PubChem BioAssay)
